# FLuc modulator: qHTS profiling assay for firefly luciferase inhibitor/activator using purifed enzyme and Km concentrations of substrates (counterscreen for miR-21 project) | Luciferin 4-monooxygenase (Photinus pyralis), P08659 | purified FLuc, Km substrates, luminescence inhibition | Potency, µM (titrated, usually from 57.5 µM), without a hit: at the highest dose activity change, negative = inhibition, most hits filed as inhibitors | actives 6.9% (n = 360,000) | AID 588342, 2011;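 further: potency means the concentration at half of the fitted maximal effect; plate controls were vehicle for no effect and reference inhibitor for full effect; nearly all actives have a fitted effect of over 55% in size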
# Target sequence (P08659 whole entry, looked up): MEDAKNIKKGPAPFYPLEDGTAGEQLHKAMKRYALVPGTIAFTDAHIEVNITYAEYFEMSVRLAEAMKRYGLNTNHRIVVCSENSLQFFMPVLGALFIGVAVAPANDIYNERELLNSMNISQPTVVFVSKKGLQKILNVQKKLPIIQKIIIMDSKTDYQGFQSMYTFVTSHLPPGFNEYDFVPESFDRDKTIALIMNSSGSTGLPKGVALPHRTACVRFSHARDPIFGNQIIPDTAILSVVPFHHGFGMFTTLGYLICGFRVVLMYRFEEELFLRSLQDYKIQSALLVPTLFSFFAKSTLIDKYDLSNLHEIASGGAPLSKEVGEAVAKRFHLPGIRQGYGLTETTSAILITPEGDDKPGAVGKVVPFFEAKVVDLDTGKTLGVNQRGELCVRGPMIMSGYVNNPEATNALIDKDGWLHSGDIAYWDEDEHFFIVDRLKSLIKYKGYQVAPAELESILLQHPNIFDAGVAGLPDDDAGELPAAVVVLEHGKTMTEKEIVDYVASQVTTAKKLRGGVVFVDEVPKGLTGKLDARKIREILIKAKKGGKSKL
#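 Purified P. pyralis luciferase, 10 nM final, with Km-level 10 uM D-luciferin and 10 uM ATP in 50 mM Tris acetate pH 7.5, 10 mM Mg acetate, 0.01% Tween-20, 0.05% BSA; 6-point qHTS titration about 60 µM downward; luminescence read.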
# MBNL1-CUG inh: qHTS Assay for Inhibitors of MBNL1-poly(CUG) RNA binding. Muscleblind-like protein 1 (Homo sapiens), Q9NR56. TR-FRET MBNL1-His/biotin-(CUG)12 binding, 665/545 ratio. Potency, µM (doses to about 57.5 µM), for the others: at the highest dose activity change, negative = inhibition, actives largely listed as inhibitors. actives 0.036% (n = 280,000); active means well fitted inhibition curve with a large enough effect in the signal ratio, with a control signal flat, not every such curve was filed as active; inconclusive means small, poorly fitted or top-dose-only effect, or effect the other way, or a change in a side signal; inactive means no such curve, though single readings can be large or run the other way; the % refers to the signal ratio; further: potency means the concentration at half of the fitted maximal effect; on the % scale 0 is the no-effect control and ±100 the full control effect
# Target sequence (Q9NR56 whole entry, looked up): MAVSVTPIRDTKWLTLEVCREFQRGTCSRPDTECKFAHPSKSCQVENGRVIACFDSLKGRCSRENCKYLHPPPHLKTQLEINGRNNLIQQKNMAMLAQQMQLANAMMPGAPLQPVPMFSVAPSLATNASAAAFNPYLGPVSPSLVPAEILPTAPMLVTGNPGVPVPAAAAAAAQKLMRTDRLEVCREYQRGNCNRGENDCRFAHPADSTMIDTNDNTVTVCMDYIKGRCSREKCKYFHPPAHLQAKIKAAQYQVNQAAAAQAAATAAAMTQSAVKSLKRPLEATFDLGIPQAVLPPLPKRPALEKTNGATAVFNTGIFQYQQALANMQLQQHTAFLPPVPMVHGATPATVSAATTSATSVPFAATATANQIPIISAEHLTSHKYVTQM
#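 Ratiometric TR-FRET (665 over 545 nm, excitation 340 nm) tracks disruption of MBNL1-His/biotin-(CUG)12 complex after 60 min at room temperature, with compounds at 92 nM to 58 uM final.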
# Mito fusion act: qHTS Assay for Small Molecule Inhibitors of Mitochondrial Division or Activators of Mitochondrial Fusion; AID 485298, 2010; S. cerevisiae fusion-defective mutant growth rescue, CellTiterGlo 48 h; Potency, µM (doses to about 46.1 µM), without a hit: top-dose growth rescue (activation), most hits filed as activators; actives 0.23% (n = 320,000);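 further: potency means the concentration at half of the fitted maximal effect; % of control where 0% means no effect; nearly all actives have a fitted effect of over 45% in size; temperature-sensitive fusion mutants such as fzo1-1 at 37 °C on non-fermentable ethanol glycerol medium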
#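 Growth-rescue viability read-out: after 48 h at the non-permissive 37C in glycerol/ethanol YPEG, yeast mitochondrial fusion mutants are measured by CellTiterGlo luminescence; compounds (23 nl pinned per well) restoring growth score as division inhibitors or fusion activators.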
# PKM2 act: qHTS Assay for Activators of Human Muscle isoform 2 Pyruvate Kinase; Pyruvate kinase PKM (Homo sapiens), P14618; purified PKM2, Kinase-Glo ATP luminescence, activation; response scale: 0% is enzyme alone, no compound; Potency, µM (highest dose often 57.5 µM), inactives show at the highest dose activation, most hits filed as activators; actives 0.34% (n = 260,000); AID 1631, 2009; further: potency means the concentration at half of the fitted maximal effect; on the % scale 0 is the no-effect control and ±100 the full control effect; nearly all actives have a fitted effect of over 55% in size
#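 Purified hPK-M2 (>95%) run at intermediate activity with 0.1 mM ADP and 0.5 mM PEP in 50 mM imidazole pH 7.2, KCl, MgCl2; 1 h room temperature. ATP formed read by Kinase-Glo luminescence; normalized to uninhibited and no-enzyme controls.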
# Rab9 promoter act: qHTS Assay for Rab9 Promoter Activators. Huh7 Rab9 promoter-luciferase reporter, luminescence, 24 h. Potency, µM (highest dose often 9.22 µM), for the others: at the top dose activation, negative = inhibition, hits mostly activators. actives 2.8% (n = 320,000); further: potency means the concentration at half of the fitted maximal effect; % of control where 0% means no effect; nearly all actives have a fitted effect of over 60% in size
#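 Luminescence read-out: Huh7 cells stably expressing Rab9-luciferase, treated 24 h with compound at 37 °C, then lysed with luciferase reagent for 10 min at ambient before reading.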
# KCNH2 3.1 block: qHTS for Inhibitors of KCHN2 3.1: Mutant qHTS. U2OS KCNH2 3.1, thallium flux FluxOr; active compounds read low. activity change, % (tested at about 1.8 µM). actives 0.95% (n = 340,000);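 active means maximum activity change below -70%; inconclusive means maximum activity change from -70% to -50%; inactive means maximum activity change above -50%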;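 further: thallium influx rate constant from kinetic fluorescence after stimulation buffer; on the % scale 0 is the no-effect control and ±100 the full control effect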
#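 Steps: virus added to U2OS suspension (4 h, RT, dark); medium with 10% FBS added, cells plated, 37 C overnight; FluxOr/Red40 loading buffer 45 min RT; stimulation buffer, 2 min kinetic read; rate constant normalized.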
# Menin-MLL TR inh: qHTS Assay for Inhibitors Targeting the Menin-MLL Interaction in MLL Related Leukemias: Competition With Texas Red Labeled MLL-derived Mutant Peptide | Menin + Texas Red MLL mutant peptide, fluorescence polarization | Potency, µM (doses to about 61.6 µM), inactives show at the top dose FP activity change, negative = inhibition, most hits filed as inhibitors | actives 0.23% (n = 270,000); active means well fitted inhibition curve with a large enough effect in the polarisation, with a control signal flat, not every such curve was filed as active; inconclusive means small, poorly fitted or top-dose-only effect, or effect the other way, or a change in a side signal; inactive means no such curve, though single readings can be large or run the other way; the % refers to the polarisation; further: potency means the concentration at half of the fitted maximal effect; % of control where 0% means no effect; many of its hits are not listed in these tables
# Gal4-VP16 FLuc: VP16 counterscreen qHTS for inhibitors of ROR gamma transcriptional activity. Potency, µM (highest dose often 53.6 µM), without a hit: at the highest dose activity, negative = inhibition, hits mostly inhibitors. Drosophila S2 Gal4-VP16 UAS-luciferase, luminescence, 20 h. actives 3.5% (n = 310,000);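 further: Gal4-VP16 expression switched on by copper sulfate through the metallothionein promoter; potency means the concentration at half of the fitted maximal effect; on the % scale 0 is the no-effect control and ±100 the full control effect; nearly all actives have a fitted effect of over 50% in size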
# NPC1 promoter act: qHTS Assay for NPC1 Promoter Activators; Huh7 NPC1 promoter luciferase reporter, 24 h; Potency, µM (titrated, usually from 9.22 µM), for inactives: top-dose activation, most hits filed as activators; actives 2.4% (n = 320,000); AID 485313, 2010;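 further: potency means the concentration at half of the fitted maximal effect; % of control where 0% means no effect; nearly all actives have a fitted effect of over 60% in size; reporter is driven by a mutant NPC1 promoter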
#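 Cells: Huh7 expressing luciferase under the NPC1 promoter, 1500/well. Seeded 2 h, compound added, incubated 24 h at 37 °C. Luciferase reagent, 10 min ambient, then luminescence.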
# RORgamma inh: qHTS for inhibitors of ROR gamma transcriptional activity; Nuclear receptor ROR-gamma (Mus musculus), P51450; Drosophila S2 Gal4-RORgamma UAS-luciferase reporter, 20 h; Potency, µM (top dose mostly 53.6 µM), inactives show at the highest dose activity change, negative = inhibition, most hits filed as inhibitors; actives 5.4% (n = 310,000); AID 2551, 2010; further: potency means the concentration at half of the fitted maximal effect; on the % scale 0 is the no-effect control and ±100 the full control effect; nearly all actives have a fitted effect of over 60% in size
#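 A Gal4/UAS one-hybrid system in insect cells: metallothionein-promoter Gal4–ROR gamma fusion plus Photinus luciferase reporter. Copper sulfate 700 uM final, 20 hr ambient incubation, luminescent detection after 10 min with reagent.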
# ELG1 DNA repair: qHTS screen for small molecules that inhibit ELG1-dependent DNA repair in human embryonic kidney (HEK293T) cells expressing luciferase-tagged ELG1. HEK293T ELG1-luciferase reporter, luminescence, 16 h; DNA damage induced by 5-fluorouridine. Potency, µM (series often up to 46.1 µM), for inactives: at the top dose activity change, negative = inhibition, usual class: inhibitors. actives 2.3% (n = 330,000). AID 504467, 2011; further: potency means the concentration at half of the fitted maximal effect; on the % scale 0 is the no-effect control and ±100 the full control effect; nearly all actives have a fitted effect of over 55% in size
#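 Quantitative HTS, concentration-response format. 2,000 cells/well co-treated with 5-fluorouridine and compound, 16 hr in 5% CO2 at 37 °C; ONE-Glo luminescence read after 30 min.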
# Active calls of the source: *; ? = inconclusive; . = no result given; [ ] = another dose, or the depositor's remark. Unless noted, the call rests on the fitted dose curve; in most records, active means well fitted curve in the direction sought with a large enough effect; inconclusive means small, poorly fitted or top-dose-only effect, or another doubt; inactive means no such curve, though single readings can be large; an effect the other way counts as inactive or inconclusive. A portion of the library; rates above refer to the full screens.
SMILES,FLuc modulator,MBNL1-CUG inh,Mito fusion act,PKM2 act,Rab9 promoter act,KCNH2 3.1 block,Menin-MLL TR inh,Gal4-VP16 FLuc,NPC1 promoter act,RORgamma inh,ELG1 DNA repair
COCCCNC(=S)N1CCN(c2ccccc2)CC1,-1%,.,6%,1%,0%,0,-4%,24%,-7%,24%,-13%
CCCCCCC(=O)Nc1nc(C)c(-c2csc(Nc3cc(OC)ccc3OC)n2)s1,2%,29%,2%,-2%,-6%,0,?,10%,-11%,-26%,?
COc1ccccc1C(=O)COC(=O)C(CCSC)NC(=O)COc1ccccc1 (stereo not given),-2%,.,3%,.,-3%,9,.,.,-3%,.,-6%
CC(C)(C)C(=O)NC(=S)NNC(=O)c1ccc(-c2ccccc2)cc1,?,4%,-31%[inhibitor],5%,-26%,-14,?,16µM*,-10%,?,?
CC(=O)Nc1ccc(S(=O)(=O)NNC(=O)c2cccc([N+](=O)[O-])c2)cc1,-1%,?,1%,1%[11.5 µM],0%,18,-15%,-3%,-1%,-17%,15%
COC(=O)c1ccsc1NC(=O)CSc1nnnn1-c1ccccc1SC,0%,24%,4%,-3%,-8%,-88*,-2%,-8%,2%,-3%,?
Cc1cccc(NC(=O)c2ccco2)c1C(=O)O,1%,-11%,0%,-6%,1%,4,.,1%,1%,-1%,-2%
COc1ccc(-c2nnc3n(CCc4ccccc4)c(=O)c4ccccc4n23)cc1OC,-7%,-26%,5%,-12%,-5%,5,-15%,?,-1%,-38%,6.5µM*
CCCOC(=O)Nc1ccc(S(=O)(=O)Nn2cnnc2)cc1,-2%,3%,-5%,-5%,4%,13,4%,1%,0%,1%,8%
COc1ccc(NC(=O)c2cc(S(=O)(=O)Nc3ccc(OC)cc3)cs2)cc1,?,-8%,1%,-3%,-6%,0,.,11µM*,2%,1%,?
CC(=O)c1ccc(OCCCC(=O)Nc2cccc(S(=O)(=O)N3CCCCC3)c2)cc1,-3%,.,7%,.,-15%,-9,.,.,-6%,.,-24%
CCOc1ccc(C2C(C(=O)OC)=C(C)N=C3SCCC(=O)N32)cc1OCC (stereo not given),1%,0%,-3%,0%,3%,3,10%,-9%,2%,1%,17%
Cc1ccc(-c2ccc(=O)n(CCC(=O)N3CCN(c4cccc(C)c4)C(C)C3)n2)cc1 (stereo not given),-2%,2%,?,.,0%,-18,?,3%,1%,21%,?
C=CCn1c(SCC(=O)NCCC2=CCCCC2)nc2ccc(Cl)cc2c1=O,1%,-6%,-5%,-2%,4%,5,?,-3%,-1%,2%,-12%
COc1ccccc1C(=O)COC(=O)CNS(=O)(=O)c1ccc(C)c(C)c1,0%,.,0%,.,-4%,7,.,.,-2%,.,2%
COc1ccc(-c2c(C)n([O-])c3c([n+]2=O)CCCC3)c(OC)c1,1%,16%,2%,8%,2%,10,.,2%,-3%,7%,1%
CC1Cc2cc(/C(O)=C3/C(=O)C(=O)N(CCN4CCOCC4)C3c3ccc(C(C)C)cc3)ccc2O1 (stereo not given),-5%,8%,-2%,-1%,-3%,12,.,6%,-2%,0%,-6%
COC(=O)C1=C(CSc2nncn2C)NC(=O)NC1c1ccc(F)cc1 (stereo not given),-1%,7%,3%,-1%,17%,3,3%,-2%,-8%,5%,10%
Cc1cc(SCC(=O)Nc2ncc(Cl)cc2Cl)nc2ccccc12,?,5%,13%,-1%,0%,-3,-22%,9%,1%,-32%,-5%
COCCn1c(N)c(C(=S)NC(=O)c2cccs2)c(=O)[nH]c1=O,-25%,-4%,0%,-2%,3%,5,.,-10%,-1%,6%,24%
COc1ccc(N2CCN(C(=O)c3ccc(Cn4c(=S)[nH]c5ccc(N6CCOCC6)cc5c4=O)cc3)CC2)cc1,?,-2%,10%,2%,?,5,5%,10%,?,-42%,?
CN(C)c1ccc(NC(=O)N2CCOCC2)cc1,24µM*,7%,0%,-2%,9%,-6,20µM*,-5%,7%,-6%,?
Cn1c(SCC2CCCO2)nnc1-c1ccc([N+](=O)[O-])cc1 (stereo not given),-13%,?,4%,1%,1%,18,0%,22%,-7%,17%,-6%
Cc1cccc(NC(=O)N2CCCc3ccccc32)c1C,-1%,-1%,0%,1%,3%,8,-6%,-7%,0%,4%,?
Cc1cccc(N2CCN(CC(O)COCc3cccs3)CC2)c1C (stereo not given),-1%,-19%,1%,-2%,-4%,-98*,?,21%,1%,19%,-5%
# Remaining list, next part:
SMILES,FLuc modulator,MBNL1-CUG inh,Mito fusion act,PKM2 act,Rab9 promoter act,KCNH2 3.1 block,Menin-MLL TR inh,Gal4-VP16 FLuc,NPC1 promoter act,RORgamma inh,ELG1 DNA repair
Cc1ccccc1Nc1cc(=O)oc2ccccc12,-2%,-1%,6%,0%,0%,5,0%,8%,1%,5%,?
NC(=O)c1c(NC(=O)c2ccc(F)cc2Cl)sc2c1CCC2,13µM*,-2%,8%,1%,?,6,2%,28%,?,16%,?
O=C(CCCCCNC(=O)N1CCn2c1nc1ccccc12)NCc1ccc(Cl)cc1,24µM*,-1%,-11%,-4%,0%,0,-6%,8%,-1%,19%,-6%
CCN(CC)CCCN=C(C)C1=C(O)c2ccccc2C1=O,2%,.,-7%,4%,3%,-4,.,-4%,-2%,22%,2%
COc1ccc(CN2C(=O)c3cccnc3C2=O)cc1S(=O)(=O)N1CCCC(C)C1 (stereo not given),-1%,?,4%,.,-5%,15,15%,10%,-5%,-2%,18%
CCC(C)c1ccc(NC(=O)c2c([N+](=O)[O-])cnn2CC)cc1 (stereo not given),-15%,?,10%,1%,1%,10,30%,1%,7%,?,?
Cc1ccc(N2C(=O)c3cccc4c(C(=O)O)ccc(c34)C2=O)cc1,2%,?,0%,6%,0%,.,12%,0%,-4%,2%,-18%
COC(=O)Cn1c(C)nc(=O)c(-c2ccccc2)c1C,5%,0%,4%,-2%,-2%,1,-1%,-1%,-2%,-20%,18%
c1ccc(-c2ccccc2OCCCN2CCCCCC2)cc1,0%,-4%,-4%,1%,-9%,-46,?,-3%,-8%,-13%,?
O=C(c1ccccc1)N1CCN(c2n[nH]c(=O)[nH]c2=O)CC1,-2%,.,12%,-4%,-1%,5,?,24%,3%,2%,10%
CCc1cc(=O)oc2cc(OCC(=O)NCc3ccccn3)ccc12,0%,-3%,0%,.,-1%,-16,.,-8%,2%,-3%,10%
Cc1cc(C)c(C(=O)Nc2ccc(S(=O)(=O)Nc3onc(C)c3C)cc2)c(C)c1,0%,?,3%,1%,-3%,-7,18%,2%,1%,1%,15%
O=C(Nc1ccc(S(=O)(=O)C(F)F)cc1)c1ccc2c(=O)n3c(nc2c1)CCC3,-4%,.,6%,.,-26%,-6,.,.,-12%,.,?
CCSc1nnc(CNC(=O)c2ccccc2F)n1-c1ccccc1OC,-1%,-9%,2%,3%,0%,-5,-4%,7%,0%,-22%,13%
Cc1ccc(-c2cc(-c3ccccc3C)[nH]n2)c(O)c1,11µM*,20µM*,?,-15%,3.5µM*,10,?,1.4µM*,4µM*,0.79µM*,?
COc1ccc2nc(C)c3c(c2c1)OC(C)C3 (stereo not given),2%,4%,2%,7%,-8%,3,0%,2%,3%,-43%,0%
COc1ccc(C(=O)O)cc1S(=O)(=O)Nc1ccccc1C(=O)NCc1ccc2c(c1)OCO2,.,.,-2%,.,-2%,0,.,.,2%,.,10%
COc1cccc(-c2nnc(NC(=O)c3ccc(Cl)s3)o2)c1,?,-20%,3.5µM*,-17%,-7%,13,?,0.22µM*,-1%,0.25µM*,?

# Screening results from PubChem.
